# FN deposit inh = fibronectin deposition inhibition; AH1F fibroblasts, Alexa488-fibronectin deposition fluorescence, overnight; inhibition, % at 12.6 µM; 350,000 tested, 0.086% active; AID 743247;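 active means mean inhibition across replicates of 30% or more, regardless of how many single replicates reach that level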;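 further: positive control wells lacked labelled fibronectin entirely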
#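 Material: AH1F fibroblast monolayer depositing Alexa488-labelled fibronectin into matrix | Input: 10000 AH1F cells/well | Medium: DMEM plus 2% serum, read in PBS | Reagent: Alexa488-fibronectin, 24 nM final in well | Compound dosing: One dose per compound, pinned | Schedule: 1 h adhesion, overnight exposure | Measured by: Fluorescence at 485 nm excitation, 525 nm emission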
# Statin myotox sup = protects C2C12 myotubes from simvastatin toxicity; ATP luminescence, 48 h; scaled: DMSO 0, geranylgeraniol control 100; 330,000 tested, 0.78% active; AID 602340; rescue of ATP level, % at 7.49 µM;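 active means mean ATP rescue above about 67%, or every replicate alone reaching that limit, limit read from the data, passing the limit was not always enough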;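 further: myotubes were challenged with 10 µM simvastatin during compound exposure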
# S100A4 inh HTS = blocks human S100A4 binding to myosin IIA peptide; P26447; AID 652163; inhibition, % at 10.7 µM; 360,000 tested, 0.14% active; S100A4/TAMRA-MyoIIA peptide fluorescence polarization;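 active means mean inhibition of at least 70% across replicates, with every replicate also reaching that level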
# Target sequence (P26447 whole entry, looked up): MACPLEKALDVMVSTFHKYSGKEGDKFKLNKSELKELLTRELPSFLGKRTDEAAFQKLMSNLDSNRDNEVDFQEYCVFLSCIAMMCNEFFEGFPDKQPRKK
#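 Test system – S100A4 monomer (human) · Compound – single-point compound testing · Schedule – 5 min incubation before reading · Probe or stimulus – TAMRA-labelled myosin IIA heavy-chain peptide probe, 5 nM · Benchmarks – neutral control DMSO, positive control TFP · Medium – Calcium-containing HEPES buffer, pH 7.2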
# SIRT5 block = blocks human SIRT5 desuccinylation of peptide. Purified SirT5, succinyl-peptide AMC, trypsin-coupled fluorescence. inhibition, % at 15 µM. 330,000 tested, 1.1% active. AID 652115; in the data active means inhibition above about 15%
# Target sequence (Q9NXA8 whole entry, looked up): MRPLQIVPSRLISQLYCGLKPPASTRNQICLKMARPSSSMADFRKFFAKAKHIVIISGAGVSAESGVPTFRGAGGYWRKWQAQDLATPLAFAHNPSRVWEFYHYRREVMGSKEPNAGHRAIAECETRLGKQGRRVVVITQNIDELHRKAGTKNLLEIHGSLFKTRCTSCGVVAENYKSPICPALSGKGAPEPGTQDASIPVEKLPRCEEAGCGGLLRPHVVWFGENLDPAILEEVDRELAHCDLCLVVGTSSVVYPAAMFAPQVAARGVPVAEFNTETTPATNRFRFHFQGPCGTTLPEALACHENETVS
# LGR2 antag = Drosophila LGR2 receptor signaling inhibition. HEK293 LGR2, CRE-luciferase, bursicon-stimulated, 4 h. inhibition, % at 9.99 µM. 380,000 tested, 0.35% active. AID 720647;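 active means drop in luminescence signal, shown as inhibition above about 50% in the replicate tests, limit read from the data, passing the limit was not always enough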;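 further: agonist challenge used bursicon conditioned medium at about half maximal strength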
# esBAF inh = SWI/SNF esBAF complex inhibition | reporter increase, % at 12.5 µM | mouse ES cells, Bmi1-luciferase knock-in reporter, 24 h; 100% = twice the neutral-well signal | 350,000 tested, 2% active | AID 602393; in the data active means activation above about 40%;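 further: 0% = median of the plate's neutral control wells and 100% = double that signal; a rise in the Bmi1 reporter signal indicates esBAF inhibition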
# CASP6 VEID inh = inhibitors of human caspase-6. purified caspase-6, Z-VEID-R110 cleavage fluorescence. 350,000 tested, 0.53% active. P55212. AID 686996. inhibition, % at 12.5 µM;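 active means mean inhibition across replicates at least about 35%, with every replicate also reaching that limit, limit read from the data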;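 further: 0% = median of neutral control wells and 100% = no fluorescence left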
# Target sequence (P55212 24-179 limits assumed): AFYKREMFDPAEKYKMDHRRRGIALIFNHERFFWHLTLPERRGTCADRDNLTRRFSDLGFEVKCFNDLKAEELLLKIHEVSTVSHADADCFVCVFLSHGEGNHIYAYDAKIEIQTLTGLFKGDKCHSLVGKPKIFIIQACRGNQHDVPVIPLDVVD
# Target sequence (P55212 194-293 limits assumed): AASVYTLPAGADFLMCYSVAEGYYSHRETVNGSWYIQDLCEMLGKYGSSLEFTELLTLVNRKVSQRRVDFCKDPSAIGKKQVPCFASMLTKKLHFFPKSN
# Starred values were filed as active, the others as inactive; / = no result given. These rows are one share of the data, so the mix of outcomes need not match the whole.
SMILES,FN deposit inh,Statin myotox sup,S100A4 inh HTS,SIRT5 block,LGR2 antag,esBAF inh,CASP6 VEID inh
O=C(C[C@@H]1C[C@H]2c3cc(NC(=O)C4CCC4)ccc3O[C@H]2[C@@H](CO)O1)NC1CCCCC1,12,2,30,-3,14,4,-1
O=C(C[C@H]1C[C@H]2c3cc(NS(=O)(=O)c4ccc(F)cc4)ccc3O[C@H]2[C@@H](CO)O1)NCC(F)(F)F,-2,-1,-7,-2,0,3,0
CC(C)CC#Cc1ccc2c(c1)O[C@@H](CN(C)C(=O)c1ccncc1)[C@H](C)CN([C@H](C)CO)S2(=O)=O,-21,-2,-2,7,-8,6,0
C[C@H](CO)N1C[C@H](C)[C@H](CN(C)CC2CC2)OCc2ccccc2-c2ccccc2C1=O,-7,2,-2,-4,-3,1,-2
CC(C)NC(=O)N(C)C[C@H]1Oc2c(cccc2N(C)C)C(=O)N([C@@H](C)CO)C[C@@H]1C,/,-2,2,0,-14,0,2
CC(C)NC(=O)N[C@@H]1CC[C@H](CC(=O)N2CCCCC2)O[C@H]1CO,-14,-7,-6,-1,0,-1,4
O=C(Nc1ccccc1OC(F)F)c1ccccc1,-1,0,/,/,10,-1,/
CC(C)(C)C(=O)COC(=O)c1cc(-c2ccncc2)nc2ccccc12,6,-3,-4,1,/,-5,-2
Cc1ccc(-c2cccc(CN3CCN(C4CCN(C(C)C)CC4)C(CCO)C3)c2)o1 (configuration not stated),-4,/,-11,-4,-33,/,-54
CCC1CCCCN1CCCNC(=O)c1cc2c(Cl)nc3ccccc3c2s1 (configuration not stated),-13,/,6,3,-6,/,-29
O=C(NCCNC(=O)c1ccco1)c1ccc(Cl)c(Cl)c1,-4,1,3,-2,-19,-7,1
Cc1ccc(Cl)cc1N1CCN(S(=O)(=O)c2c(C)noc2C)CC1,10,5,-3,-3,4,-5,2
O=C1N/C(=N/O)S/C1=C/c1cccc([N+](=O)[O-])c1,10,-5,-21,-1,/,7,2
COc1cccc(CNC(=O)Cn2cc([N+](=O)[O-])cn2)c1,-4,-25,5,-2,15,0,-2
CCc1noc(C)c1C(=O)OCC(=O)Nc1c(F)cccc1F,-7,-8,-1,0,-4,-3,1
COCC(=O)N[C@H]1CC[C@H](CC(=O)NCc2ccc(Cl)cc2)O[C@H]1CO,-7,-8,2,-3,14,-5,2
O=C(C[C@@H]1CC[C@@H]2NC[C@@H](O)COC[C@H]2O1)NCc1ccc2c(c1)OCO2,2,4,-1,-2,-1,1,-5
COc1cc(C(=O)Cc2nc3ccccc3n2C)cc(OC)c1OC,-20,3,-1,-1,-9,4,-3
CCNC(=O)c1ccc(CSc2nc3ccccc3s2)cc1,/,/,-1,-2,-72,/,1
CC1(C)CCC(=NNC(N)=S)CC1,-9,-16,-1,/,7,-4,3
CCCNC(=O)N1CC2(CCN(Cc3nccs3)CC2)c2c([nH]c3cc(OC)ccc23)[C@H]1CO,-5,/,-8,-2,7,/,-2
COC(=O)c1ccc(C(=S)N2CCCCC2)cc1,3,7,1,-1,-2,-8,1
CC1CCCCN1C(=O)COc1ccc2ccc(=O)oc2c1 (configuration not stated),-47,/,-8,-3,25,/,4
CCCNC(=O)[C@@H]1[C@@H](CO)[C@@H]2Cn3c(ccc(-c4cccc(OC)c4)c3=O)[C@H]1N2CCC,/,12,-2,-7,5,-2,10
Cc1ccc(OC(=O)N(C)C[C@H]2OCc3ccccc3-c3ccccc3C(=O)N([C@@H](C)CO)C[C@@H]2C)cc1,-16,46,/,/,-3,-3,/
# Later entries:
SMILES,FN deposit inh,Statin myotox sup,S100A4 inh HTS,SIRT5 block,LGR2 antag,esBAF inh,CASP6 VEID inh
O=c1c([N+](=O)[O-])c(NCCN2CCCCCC2)c2ccccc2n1-c1ccccc1,-7,/,2,-1,/,/,-11
COc1ccc(S(=O)(=O)N2CCOC2CNC(=O)C(=O)NCC(C)C)cc1 (configuration not stated),2,0,-4,0,11,1,0
COc1ccc(OC(=O)c2cccnc2)cc1,/,-6,/,/,5,-9,/
COc1ccc(CC(=O)NCCCCc2ccccc2)cc1OC,7,/,-6,-2,4,/,-1
COc1ccccc1NS(=O)(=O)c1ccc(C)c(NS(=O)(=O)c2cc(C(=O)O)cc(C)c2C)c1,-2,-4,-2,3,-12,-1,4
COc1ccc(CN2CCNC(=O)C2CC(=O)N(C)CC2CCOCC2)cc1OC (configuration not stated),-1,-2,-2,-3,5,-5,1
CCCC(=O)Nc1sc(C)c(C)c1C(=O)Nc1cccc(C)c1,/,-5,0,2,0,1,0
O=C(Nc1ccccc1)c1ccc(S(=O)(=O)N(CCO)CCO)cc1,/,-4,/,/,11,1,/
Cc1ccccc1NS(=O)(=O)c1ccc(NS(=O)(=O)c2cccs2)cc1,-2,5,8,-2,8,6,-3
O=C(Nc1nc(-c2cc(Cl)sc2Cl)cs1)c1ccc(Br)s1,-2,-31,/,/,/,-3,/
COC(=O)c1cccc(NC(=O)CSc2nnc(COc3ccc(C#N)cc3)n2-c2ccccc2)c1,10,3,/,/,/,3,/
O=C(Nc1ccccc1F)N[C@@H]1CC[C@H](CC(=O)N2CCCCC2)O[C@H]1CO,7,4,7,8,6,-3,-4
COc1ccc(C(=O)NNC(=O)CN2CCC(n3nnc4cc(C)ccc43)CC2)cc1,-2,/,0,3,5,/,0
C[C@@H]1CCCCO[C@@H](CN(C)C(=O)CCC(F)(F)F)[C@@H](C)CN([C@H](C)CO)C(=O)c2cc(NC(=O)Nc3ccc(F)cc3)ccc2O1,6,/,2,10,9,2,2
O=C1C(=O)N(c2cccc(Cl)c2)C(c2ccccc2[N+](=O)[O-])/C1=C(\O)c1ccccc1 (configuration not stated),/,47,-3,-2,-45,27,7
COc1ccc(NC(=O)Nc2ccc3c(c2)C(=O)N([C@H](C)CO)C[C@H](C)[C@H](CN(C)S(=O)(=O)c2ccc(C)cc2)OCCCC[C@@H](C)O3)cc1,/,/,1,-1,1,12,-2
CCCCC(=O)NN(C)c1nc(-c2ccccc2)nnc1C(F)(F)F,-2,-2,/,/,/,-3,/
COc1ccc(CNC(=O)CNC(=O)CNS(=O)(=O)c2ccc(C)c(C)c2)cc1,0,-8,2,-6,5,1,-3
O=C(CCN1CCCCC1)NCC[C@@H]1CC[C@H](NC(=O)C2CCOCC2)[C@@H](CO)O1,14,0,1,12,-2,3,-1
COc1ccccc1NCC(=O)N/N=C/c1sccc1C,-6,/,12,/,16,/,0
COc1cccc(C(=O)N/N=C/c2ccc(Oc3ccc([N+](=O)[O-])cn3)c(OC)c2)c1,10,/,-5,-1,-28,/,0
Cc1cc(C)c(C(=O)C2OC(=O)C(C)(C)C(=O)C2(C)C)c(C)c1 (configuration not stated),/,-16,/,/,12,-11,/
c1ccc(-n2ncc3c(NCCN4CCOCC4)ncnc32)cc1,2,-7,/,/,/,47*,/
O=C(Cc1ccccc1)N1CC(=O)N2[C@H](C1)[C@@H](c1ccc(-c3cccc(F)c3)cc1)[C@@H]2CO,/,/,5,6,-31,/,-2
Nc1nc(Nc2ccccc2F)nc(NCc2ccco2)c1[N+](=O)[O-],-7,/,-5,2,-41,/,5

# Shown as tab-separated lines: part of the list above
Compound	FN deposit inh	Statin myotox sup	S100A4 inh HTS	SIRT5 block	LGR2 antag	esBAF inh	CASP6 VEID inh
O=c1c([N+](=O)[O-])c(NCCN2CCCCCC2)c2ccccc2n1-c1ccccc1	-7	/	2	-1	/	/	-11
COc1ccc(S(=O)(=O)N2CCOC2CNC(=O)C(=O)NCC(C)C)cc1 (configuration not stated)	2	0	-4	0	11	1	0
COc1ccc(OC(=O)c2cccnc2)cc1	/	-6	/	/	5	-9	/
COc1ccc(CC(=O)NCCCCc2ccccc2)cc1OC	7	/	-6	-2	4	/	-1
COc1ccccc1NS(=O)(=O)c1ccc(C)c(NS(=O)(=O)c2cc(C(=O)O)cc(C)c2C)c1	-2	-4	-2	3	-12	-1	4
COc1ccc(CN2CCNC(=O)C2CC(=O)N(C)CC2CCOCC2)cc1OC (configuration not stated)	-1	-2	-2	-3	5	-5	1
CCCC(=O)Nc1sc(C)c(C)c1C(=O)Nc1cccc(C)c1	/	-5	0	2	0	1	0
O=C(Nc1ccccc1)c1ccc(S(=O)(=O)N(CCO)CCO)cc1	/	-4	/	/	11	1	/
Cc1ccccc1NS(=O)(=O)c1ccc(NS(=O)(=O)c2cccs2)cc1	-2	5	8	-2	8	6	-3
O=C(Nc1nc(-c2cc(Cl)sc2Cl)cs1)c1ccc(Br)s1	-2	-31	/	/	/	-3	/
COC(=O)c1cccc(NC(=O)CSc2nnc(COc3ccc(C#N)cc3)n2-c2ccccc2)c1	10	3	/	/	/	3	/
O=C(Nc1ccccc1F)N[C@@H]1CC[C@H](CC(=O)N2CCCCC2)O[C@H]1CO	7	4	7	8	6	-3	-4
COc1ccc(C(=O)NNC(=O)CN2CCC(n3nnc4cc(C)ccc43)CC2)cc1	-2	/	0	3	5	/	0
C[C@@H]1CCCCO[C@@H](CN(C)C(=O)CCC(F)(F)F)[C@@H](C)CN([C@H](C)CO)C(=O)c2cc(NC(=O)Nc3ccc(F)cc3)ccc2O1	6	/	2	10	9	2	2
O=C1C(=O)N(c2cccc(Cl)c2)C(c2ccccc2[N+](=O)[O-])/C1=C(\O)c1ccccc1 (configuration not stated)	/	47	-3	-2	-45	27	7
COc1ccc(NC(=O)Nc2ccc3c(c2)C(=O)N([C@H](C)CO)C[C@H](C)[C@H](CN(C)S(=O)(=O)c2ccc(C)cc2)OCCCC[C@@H](C)O3)cc1	/	/	1	-1	1	12	-2

# Continuation.
SMILES,FN deposit inh,Statin myotox sup,S100A4 inh HTS,SIRT5 block,LGR2 antag,esBAF inh,CASP6 VEID inh
CSc1ccc(C(c2c(C)[nH][nH]c2=O)c2c(C)[nH][nH]c2=O)cc1,-12,2,-12,/,11,-12,5
CC(=O)Nc1ccc(-c2csc(-c3cccnc3)n2)cc1,1,-27,-1,-3,-32,-2,-30
CC12CCC(C(=O)NCc3ccccc3Cl)(OC1=O)C2(C)C (configuration not stated),10,-5,8,-9,2,-4,-3
O=C(CSc1oc(-c2cccs2)nc1S(=O)(=O)c1ccc(F)cc1)NCC1CCCO1 (configuration not stated),0,-14,-2,6,0,10,1
C[C@@H]1CN([C@H](C)CO)C(=O)c2cc(C#CC3CC3)cnc2O[C@@H]1CN(C)S(C)(=O)=O,0,20,117*,4,15,-11,0
COc1ccc(CNC(=O)C(C)OC(=O)Cn2cnc3c2c(=O)n(C)c(=O)n3C)cc1 (configuration not stated),7,3,5,-3,0,1,1
Cn1nc(C(C)(C)C)c(NC(=O)c2ccc(F)cc2)c1C(C)(C)C,2,/,1,-5,10,/,-1
COC(=O)[C@@]1(Cc2ccc(OC)cc2)[C@H]2c3cc(C(=O)N4CCCC4)n(CCc4ccc(OC)c(Br)c4)c3C[C@H]2CN1C(=O)c1ccccc1,-7,/,-5,-1,-14,/,-1
COc1ccc(C2=C(C=C(C#N)C#N)C(c3ccccc3C)c3ccccc3O2)cc1OC (configuration not stated),-5,/,-1,/,-16,/,-3
N#Cc1cccc(-c2ccc3c(c2)[C@H]2[C@H](CCN2S(=O)(=O)c2ccccc2)[C@@H](CO)N3)c1,16,16,10,5,3,-2,3
COc1ccc2nc(COC(=O)c3cccs3)c(C(C)=O)[n+]([O-])c2c1,4,/,1,-2,/,/,5

# Molecules from the list above that have an NH in an aromatic ring (2):
SMILES,FN deposit inh,Statin myotox sup,S100A4 inh HTS,SIRT5 block,LGR2 antag,esBAF inh,CASP6 VEID inh
CCCNC(=O)N1CC2(CCN(Cc3nccs3)CC2)c2c([nH]c3cc(OC)ccc23)[C@H]1CO,-5,/,-8,-2,7,/,-2
CSc1ccc(C(c2c(C)[nH][nH]c2=O)c2c(C)[nH][nH]c2=O)cc1,-12,2,-12,/,11,-12,5

# Compound activity as filed in PubChem BioAssay.
